SENP6 block: SENP6 protease inhibition; Q9GZR1; Recombinant SENP6 catalytic domain, aminoluciferin luminescence; inhibition, % at 10 µM; 330,000 compounds, 1.8% hits;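 active = inhibition above about 50% at the single tested dose, limit read from the data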;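 note: plate controls were DMSO wells with enzyme for no effect and DMSO wells lacking enzyme for full effect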
SENP8 block-1: inhibitors of human SENP8 protease; Q96LD8; recombinant SENP8, Nedd8 substrate fluorescence; inhibition, % at 20 µM; 360,000 compounds, 0.64% hits; AID 602440; in the data active = inhibition mostly above about 40%, no sharp cut-off; inactive = mostly below about 27%
Target sequence (Q96LD8 whole entry, looked up): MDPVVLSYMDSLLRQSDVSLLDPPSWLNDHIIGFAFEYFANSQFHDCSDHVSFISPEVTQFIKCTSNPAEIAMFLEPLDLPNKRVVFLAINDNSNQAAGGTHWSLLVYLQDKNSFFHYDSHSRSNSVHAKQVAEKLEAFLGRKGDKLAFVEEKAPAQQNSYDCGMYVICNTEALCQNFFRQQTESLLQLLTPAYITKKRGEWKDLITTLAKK
UBC13 polyUb: inhibitors of human UBC13 polyubiquitin chain formation; P61088; TR-FRET; inhibition, % at 20 µM; 330,000 compounds, 0.47% hits; AID 485273; in the data active = inhibition above about 45%, passing the limit was not always enough
MIN6 prolif: inducers of beta-cell replication in MIN6 cells; proliferation, % at 10 µM; 330,000 compounds, 0.29% hits; AID 2380; MIN6 cells proliferation, ATPlite luminescence, 48 h; cells starved in 0.2% serum; 100% = growth in 10% serum;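 active = compounds whose signal lies at least 3.5 SD above the mean of all wells on their plate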;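 note: 0% = DMSO-treated cells in low-serum medium and 100% = 10% serum control; some compounds called inactive have numbers as strong as hits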
PfGluPho inh: PfG6PD (Plasmodium falciparum) enzyme inhibition. PfGluPho enzyme, NADPH resazurin-diaphorase fluorescence. inhibition, % at 20 µM. 350,000 compounds, 0.78% hits. AID 504690;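 active = inhibition reaching at least a set limit at 20 µM in the primary screen, cut at about 59% in these data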;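 note: 0% = DMSO wells with substrate and 100% = DMSO wells lacking glucose-6-phosphate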
HKDC1 inh: blocks human hexokinase HKDC1 activity; Q2TB90; recombinant HKDC1, G6PDH/diaphorase resazurin coupled fluorescence; inhibition, % at 20 µM; 340,000 compounds, 0.16% hits;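 active = inhibition above about 35% when tested at 20 µM, limit read from the data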;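 note: plate controls were DMSO wells with enzyme for no effect and DMSO wells lacking enzyme for full effect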
Target sequence (Q2TB90 whole entry, looked up): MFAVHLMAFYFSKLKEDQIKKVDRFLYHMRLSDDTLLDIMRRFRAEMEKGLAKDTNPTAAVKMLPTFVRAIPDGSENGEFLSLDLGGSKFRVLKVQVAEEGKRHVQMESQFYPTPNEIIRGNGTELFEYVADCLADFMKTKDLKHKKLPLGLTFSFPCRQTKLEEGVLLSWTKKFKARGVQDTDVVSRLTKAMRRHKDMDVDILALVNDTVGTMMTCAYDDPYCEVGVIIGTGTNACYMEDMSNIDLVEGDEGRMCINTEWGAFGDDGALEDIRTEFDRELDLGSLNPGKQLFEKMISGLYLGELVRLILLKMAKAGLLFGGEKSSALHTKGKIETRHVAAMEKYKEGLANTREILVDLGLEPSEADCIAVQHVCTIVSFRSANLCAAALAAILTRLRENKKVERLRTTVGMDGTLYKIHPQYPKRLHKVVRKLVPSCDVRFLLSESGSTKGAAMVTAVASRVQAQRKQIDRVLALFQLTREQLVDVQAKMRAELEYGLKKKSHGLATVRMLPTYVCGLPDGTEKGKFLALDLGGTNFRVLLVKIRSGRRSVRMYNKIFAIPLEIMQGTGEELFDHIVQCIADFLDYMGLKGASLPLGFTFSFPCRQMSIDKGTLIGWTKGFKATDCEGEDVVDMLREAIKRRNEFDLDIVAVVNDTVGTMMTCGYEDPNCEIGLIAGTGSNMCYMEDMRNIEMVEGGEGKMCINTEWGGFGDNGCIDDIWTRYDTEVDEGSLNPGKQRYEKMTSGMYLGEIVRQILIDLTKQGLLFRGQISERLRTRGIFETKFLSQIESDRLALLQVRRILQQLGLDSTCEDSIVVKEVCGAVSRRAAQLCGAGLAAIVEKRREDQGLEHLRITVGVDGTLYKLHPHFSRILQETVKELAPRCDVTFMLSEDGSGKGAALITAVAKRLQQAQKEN
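Assay system: recombinant HKDC1 hexokinase; detection: coupled resazurin fluorescence, excitation 525 nm, emission 613 nm; benchmarks: DMSO-plus-enzyme-mix negative control, buffer-substituted positive control; compound dosing: single 20 µM dose; schedule: 90 min at room temperature in dark; also added: glucose plus 1 mM ATP as hexokinase substrates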
SENP7 inh: SENP7 protease inhibition. Q9BQF6. recombinant SENP7, Z-RLRGG-aminoluciferin luminescence, 40 min. inhibition, % at 5 µM. 330,000 compounds, 1.5% hits. AID 434973;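 active = inhibition above about 50% at the single test dose, limit read from the data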;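 note: plate controls were DMSO with enzyme for no effect and no enzyme buffer wells for full effect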
SENP8 block-2: blocks the human protease SENP8; Q96LD8; purified SENP8, Z-RLRGG-aminoluciferin cleavage, luminescence; inhibition, % at 10 µM; 330,000 compounds, 1.2% hits; AID 2540; in the data active = inhibition above about 50%
SENP1 FRET inh: SENP1 (human) catalytic domain inhibition. Q9P0U3. AID 624204. 360,000 compounds, 0.21% hits. recombinant SENP1 catalytic domain, CyPet-SUMO1-YPet FRET cleavage. inhibition, % at 10 µM;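 active = inhibition at least 30% at 10 µM, raw YFP signal under a set limit, fluorescence ratio 0.5 to 1.5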;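 note: 0% = enzyme with DMSO and 100% = no enzyme wells; some results filed as inactive read as strong as hits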
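Assay system – human recombinant His6-tagged SENP1 catalytic domain enzyme · Input – SENP1 enzyme, 20 pM final · Buffer or medium – Tris pH 8 buffer plus EDTA, NaCl, BME, BSA, NP40, catalase · Schedule – 50 min reaction at room temperature · Technique – FRET read of cyan and yellow fluorescence · Control set – no-enzyme wells low, DMSO-plus-enzyme wells high control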
Starred values were filed as active, the others as inactive; . = no result given.

SMILES	SENP6 block	SENP8 block-1	UBC13 polyUb	MIN6 prolif	PfGluPho inh	HKDC1 inh	SENP7 inh	SENP8 block-2	SENP1 FRET inh
CCN(Cc1cnn(C)c1)Cc1nc(C(c2ccccc2)c2ccccc2)no1	-16	6	-10	-4	3	-4	-8	-6	0
CCOC(=O)N/N=C\c1ccc(OC(=O)c2ccco2)cc1	-42	11	-1	-2	9	-9	-11	-19	3
COc1ccc(/C=N/NC(=O)COc2cccc3ccccc23)c(C(=O)O)c1OC	-6	16	-1	0	-10	4	0	6	2
Cn1c(=O)c2c(ncn2Cc2cccc(Cl)c2)n(C)c1=O	-9	15	74*	-2	-3	7	7	-3	6
CCOC(=O)NC(=O)c1cn(-c2ccc(OC)cc2)c(=O)[nH]c1=O	-11	6	3	3	-15	1	-4	2	3
N#Cc1cc2c(nc1SCc1ccccc1)CCCC2	-11	-15	15	-2	-21	-6	1	0	0
O=[N+]([O-])c1ccc2c(c1)nc1n2CCSC1	-5	-2	-11	-2	1	-6	7	-11	1
COc1cccc(-c2nnc(SCC3CNC(=O)O3)n2-c2ccc(Cl)cc2)c1 (stereo not drawn)	-4	14	-4	0	-3	-6	0	-3	0
C=CCn1c(CCNC(=O)c2cccs2)n[nH]c1=S	3	14	-8	0	24	-11	0	-2	0
COc1ccccc1CCC(=O)Nc1ccc2c(c1)CN(Cc1ccc(C)o1)CC2	7	-39	-1	1	8	3	-2	15	-35
O=C1CNC(=S)N1C(CO)c1ccccc1 (stereo not drawn)	3	5	1	5	-12	-5	7	-2	2
c1ccc(NN=C2c3ccccc3-c3ccccc32)cc1	.	12	.	.	12	0	.	.	-14

Part of the list above with just SENP8 block-2:
mol,SENP8 block-2
C=CCn1c(CCNC(=O)c2cccs2)n[nH]c1=S,-2
COc1ccccc1CCC(=O)Nc1ccc2c(c1)CN(Cc1ccc(C)o1)CC2,15

The list continues.
SMILES	SENP6 block	SENP8 block-1	UBC13 polyUb	MIN6 prolif	PfGluPho inh	HKDC1 inh	SENP7 inh	SENP8 block-2	SENP1 FRET inh
Cc1cc(C)nc(SCC(=O)N/N=C/c2cccn2-c2ccc(O)cc2)n1	-5	1	6	-2	-5	-8	-1	7	-1
CC(=O)Nc1ccc(S(=O)(=O)NC2(C(F)(F)F)NC(=O)N(Cc3ccccc3)C2=O)cc1 (stereo not drawn)	0	3	3	-2	-11	-2	-6	4	1
CCC(=O)NC(c1ccc(C)cc1)c1cc(Cl)c2cccnc2c1O (stereo not drawn)	-24	18	-35	-5	-8	-20	-5	-22	10
COc1ccc(C(=O)c2coc3ccc(O)c(CN4CCCCC4)c23)cc1	-4	14	15	1	14	1	1	4	-1
O=[N+]([O-])C1C(c2ccccc2)=NOC1c1ccccc1O (stereo not drawn)	7	8	-6	-1	-24	-1	-2	20	1
CCCc1cc(C(=O)Nc2ccc(Cl)cn2)cs1	87*	13	1	-4	26	7	77*	66*	-1
O=C(Cc1ccc(-n2c(=O)c3ccccc3n(Cc3cccc([N+](=O)[O-])c3)c2=O)cc1)NCC1CCCO1 (stereo not drawn)	17	.	6	0	.	.	11	1	.
CCCC(=O)Nc1nc(CC(=O)OCC)cs1	-2	5	3	-1	-1	-8	-16	-5	0
Cc1ccc(-c2c(C)n([O-])c3c([n+]2=O)CCCCC3)cc1	-8	8	2	-1	4	-7	2	-4	0
S=c1[nH]ncn1/N=C/c1ccc(N2CCOCC2)cc1	-14	-130	1	-2	29	-2	-2	-10	-1
Cc1ccc(OC(C)C(=O)Nc2ccc(F)cc2)c([N+](=O)[O-])n1 (stereo not drawn)	1	18	-12	0	8	-4	-5	-11	0
Cc1cc2nc3c(nc2cc1C)CCCC3	16	15	-27	4	10	6	16	9	-1
COc1ccc(CCNC(=O)Cn2nc(C)n3nc(-c4ccccc4)cc3c2=O)cc1OC	-9	9	6	0	0	8	5	10	1
CCc1cc(=O)oc2cc(C)cc(OCC(=O)NCC(O)c3ccccc3)c12 (stereo not drawn)	-12	-201	14	0	4	11	-3	-1	0
CCN1C(=O)[C@@H]2[C@@H](c3ccc(-c4ccccc4)cc3)N3CCCC[C@@]3(C(=O)OC)[C@@H]2C1=O	2	3	3	-7	11	-1	-6	5	-9
CC(C)CCNC(=O)c1cc(-c2cccs2)nc2ccccc12	16	-283	22	-2	-4	-1	0	6	0
COc1ccc(OC)c(NC(=O)CS(=O)(=O)Cc2nc(-c3ccccc3C)oc2C)c1	2	-3	5	3	16	3	-4	4	-2
Cc1ccc(S(=O)(=O)N=C2SCCCS2)cc1	-11	26	-10	1	-21	0	-9	-7	-2
CCOC(=O)N1CCN(C(=O)c2ccccc2NC(=O)c2ccc(C(C)(C)C)cc2)CC1	13	17	5	0	7	-6	-2	3	0
CC1CCN(C(=O)CSc2nc3c(cnn3-c3ccc(Cl)cc3)c(=O)[nH]2)CC1	-4	10	-20	0	-33	2	16	0	-2
COc1ccc(C2C(C#N)=C(/N=C/N3CCN(C)CC3)OC3=C2C(=O)CC(C)(C)C3)cc1OC (stereo not drawn)	-27	5	-3	-2	-2	0	50*	-7	0
C=CCOc1ccc(/C=N/NC(=O)C(=O)Nc2ccccn2)cc1OC	-21	-146	-18	-1	-17	17	-8	-13	2
O=C(Cc1ccccc1)Nc1ccccc1C(=O)N1CCCCCC1	8	7	4	-2	-4	-2	4	-2	2
CCC(CC)c1nc(C#N)c(NCc2ccccc2)o1	-7	-6	-1	0	-2	-1	11	0	-1

Ordered by number of heavy atoms (high to low): 5 of the compounds above
SMILES	SENP6 block	SENP8 block-1	UBC13 polyUb	MIN6 prolif	PfGluPho inh	HKDC1 inh	SENP7 inh	SENP8 block-2	SENP1 FRET inh
COc1ccc(CCNC(=O)Cn2nc(C)n3nc(-c4ccccc4)cc3c2=O)cc1OC	-9	9	6	0	0	8	5	10	1
CCN1C(=O)[C@@H]2[C@@H](c3ccc(-c4ccccc4)cc3)N3CCCC[C@@]3(C(=O)OC)[C@@H]2C1=O	2	3	3	-7	11	-1	-6	5	-9
C=CCOc1ccc(/C=N/NC(=O)C(=O)Nc2ccccn2)cc1OC	-21	-146	-18	-1	-17	17	-8	-13	2
O=C(Cc1ccccc1)Nc1ccccc1C(=O)N1CCCCCC1	8	7	4	-2	-4	-2	4	-2	2
CCC(CC)c1nc(C#N)c(NCc2ccccc2)o1	-7	-6	-1	0	-2	-1	11	0	-1

Additional records.
SMILES	SENP6 block	SENP8 block-1	UBC13 polyUb	MIN6 prolif	PfGluPho inh	HKDC1 inh	SENP7 inh	SENP8 block-2	SENP1 FRET inh
OCCC1CN(Cc2cccn2-c2ccccn2)CCN1C1CCCCC1 (stereo not drawn)	6	11	0	6	-7	0	-3	6	1
Cc1nnc(SCC(=O)c2ccccc2)n1Cc1ccccc1	4	9	-21	0	-12	-12	-9	-9	-1
CC(=O)Nc1ccc(-c2nnc(SCc3ccccc3C#N)n2C)cc1	0	7	3	-2	4	1	-3	1	0
CC1CCCC(NC(=O)c2ccc3c(c2)N(Cc2ccccc2)C(=O)CS3=O)C1C (stereo not drawn)	-5	9	2	-6	5	6	3	-2	0
COc1ccc(N2CCc3c(C)nc4c(OC)cccc4c32)cc1	-3	-440	0	-4	12	-1	5	2	0
C/C(=N\NC(=O)CN1CCN(S(=O)(=O)c2ccc(C)cc2)CC1)c1cccnc1	4	11	-23	-2	2	-12	-11	-9	0
COc1cccc(N2CC(C(=O)Nc3nnc(SCC(=O)N4CCCC4)s3)CC2=O)c1 (stereo not drawn)	0	4	-3	0	2	0	-8	9	-1
COc1cccc(CNC(=O)CCNC(=O)C2CCN(S(=O)(=O)c3ccc(F)cc3)CC2)c1	-6	14	9	-4	0	-4	0	-3	1
CNC(=S)N/N=C/c1ccc(N2CCOCC2)s1	-34	-219	-17	-1	6	-23	13	-2	-70
COC(=O)c1nn(-c2cccc(Cl)c2)ccc1=O	-8	9	0	3	-9	-2	4	-1	2
Cc1ccc(Oc2nc(-c3ccccc3)ncc2S(=O)(=O)c2ccc(C)cc2)cc1	-7	31	-2	-1	-18	0	1	2	3
COC(=O)C(NC(=O)c1ccc(F)cc1)(Nc1nc(C)cs1)C(F)(F)F (stereo not drawn)	-1	24	-2	-3	-3	-5	2	-2	-2
COc1ccc([N+](=O)[O-])cc1N(CC(O)CN1C(=O)NC(C)(C)C1=O)S(=O)(=O)c1ccccc1 (stereo not drawn)	-22	12	-4	0	-12	-1	2	5	2
Cn1cc(C(=O)N2CCc3ccccc3C2)c(=O)c2cc(S(=O)(=O)N3CCCCC3)ccc21	-3	.	-2	0	.	.	3	7	.
CCOc1ccc(-c2nnn(CC(=O)Nc3cc(OC)ccc3OC)n2)cc1OCC	-19	5	4	1	8	-8	-2	-5	0
COc1cc(-c2c(C#N)c(N)nc3c2CCCC3)cc(OC)c1OC	-18	-236	8	-2	7	2	4	1	-19
CCC(=O)n1nc(-c2ccc(OC)cc2)nc1N	11	12	1	-1	11	0	2	-12	0
Cc1cccc(/N=C/C2=C(O)CC(C)(C)CC2=O)n1	-18	-21	0	-1	5	8	-14	-20	1
CC1(C2CC2)NC(=O)N(CC(=O)NCC(=O)Nc2ccc(F)c(F)c2F)C1=O (stereo not drawn)	-5	5	11	-3	5	-7	1	1	1
COc1cc2c(cc1OC)C1(CCCC1)CNC2c1cccc([N+](=O)[O-])c1 (stereo not drawn)	-4	8	6	-1	-5	2	5	6	1
O=C(NCCC(=O)N1CCCCC1)c1ccc(Br)cc1	-9	6	-16	-1	-11	-5	14	-1	1
CCOC(=O)N1CCC(NCCNC(=O)c2ccc(F)cc2)CC1	9	11	10	-2	-14	2	0	-4	1
O=C(COc1cc(Cl)ccc1Cl)Nc1nnc(C2CC2)s1	-12	-2	-8	-6	15	-4	-12	-10	0
CCN(CC)C(=O)Cn1cnc2sc(C(=O)N3CCN(c4ccc(OC)cc4)CC3)c(C)c2c1=O	-5	12	2	-2	-2	-4	4	-3	3
C[C@H](NC(=O)c1nc[nH]c1C(=O)NCc1ccccc1)C(=O)OC(C)(C)C	1	18	7	-1	13	-5	-5	4	0
COCCn1nnnc1C(c1cc2ccc(OC)cc2[nH]c1=O)N1CCc2ccccc2C1 (stereo not drawn)	73*	-68	-10	-2	15	6	1	37	-36
Cc1nnnn1/C(=C\c1ccccc1)C(=O)OCC(=O)N(C)C1CCS(=O)(=O)C1 (stereo not drawn)	-2	-1	-9	-1	26	-8	-8	-9	-2
O=C(/C=C/c1ccco1)N(Cc1ccc(F)cc1)C1CCS(=O)(=O)C1 (stereo not drawn)	0	9	-6	-2	17	-4	1	6	-1
O=C(O)CCC(NC(=O)c1cncc(O)c1)C(=O)O (stereo not drawn)	-1	-58	9	3	7	-3	-8	-11	-2
CN1C[C@H]2CON(C)[C@H]2C[C@H]1c1cccc(-c2ccc(C#N)cc2)c1	.	17	.	.	-11	-2	.	.	1
CN(C)CCCNS(=O)(=O)c1ccc(N2CCC(c3ccc(Cl)cc3)=N2)cc1	-1	.	55*	-6	.	.	-6	-15	.
COc1cc(CNC(=O)c2cc3ccccc3oc2=O)cc(OC)c1OC	-4	-17	-11	-1	-16	-3	-2	2	2
CC(C)NC(=O)CN(C(=O)CCC(=O)Nc1nccs1)c1ccc(C(C)C)cc1	-10	22	8	-2	-19	3	2	-1	2
O=C(O)c1ccccc1-c1ccccc1C(=O)NNc1ccc([N+](=O)[O-])cc1	-3	15	-6	-2	-5	-3	7	-1	1
CC1=C(C(N)=O)C(c2ccccn2)n2nc(SCc3ccccc3Cl)nc2N1 (stereo not drawn)	-8	30	-13	-3	-9	-4	-8	-6	0

Assay outcomes as filed in PubChem BioAssay.
